Source: PubChem BioAssay (several laboratories)
IDE act – activators of human insulin-degrading enzyme in cells. AID 493087. P14735. HEK cells, FAbeta-B cleavage, fluorescence polarization; 0% vehicle, 100% cell-free pure enzyme wells. 340,000 compounds, 0.073% hits. activation, % at 5.96 µM;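 active = activation above the mean of all tested compounds plus 3 SD, set per screening campaign, cut at about 17% in these data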
MEKK2wt PB1 HTS – raises or lowers MEK5 binding to wildtype human MEKK2 PB1 domain; 290,000 compounds, 1.1% hits; Q9Y2U5; binding response (% of control), % at 10 µM; bead flow cytometry, Alexa488-MEK5 binding to MEKK2 WT; actives lie on both sides; in the data active = binding response below about 67% or above about 130%
NALP1 yeast inh – NALP1 inhibition; inhibition, % at 10 µM; 280,000 compounds, 0.61% hits; S. cerevisiae NALP1/ASC/caspase-1 growth, X-gal OD620, 72 h; in the data active = inhibition mostly above about 24%, no sharp cut-off; inactive = mostly below about 32%; also: some compounds called inactive have numbers as strong as hits
MEKK2mut PB1 HTS – signal of MEK5 binding to mutant human MEKK2 PB1 domain; 290,000 compounds, 0.35% hits; AID 1530; percent response, % at 10 µM; bead flow cytometry, Alexa488-MEK5 binding to MEKK2 mutant; in the data active = percent response above about 24%, passing the limit was not always enough; also: inactives centre near 1; some results filed as inactive read as strong as hits; reference of the scale not given here
UBC9 SUMO inh – blocks human SUMOylation mediated by UBC9; 290,000 compounds, 0.36% hits; inhibition, % at 35 µM; HTRF SUMOylation assay, SAE1/SAE2 + UBC9, in vitro; P63279; in the data active = inhibition above about 50%, passing the limit was not always enough; also: strong numbers were not always called active
Target sequence (P63279 whole entry, looked up): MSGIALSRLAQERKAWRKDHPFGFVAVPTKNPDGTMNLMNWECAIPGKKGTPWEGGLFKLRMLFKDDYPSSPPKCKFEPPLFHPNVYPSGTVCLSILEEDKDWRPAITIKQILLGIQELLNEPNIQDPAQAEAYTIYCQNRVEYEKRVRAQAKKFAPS
MEKK3 PB1 HTS – raises or lowers MEK5 binding to the human MEKK3 PB1 domain; binding response (% of control), % at 10 µM; Q99759; 290,000 compounds, 1.4% hits; bead-based flow cytometry, Alexa488-MEK5 binding to MEKK3; actives lie on both sides; 0 = blocked by unlabeled MEK5, 100 = vehicle;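 active = binding response more than 3 SD above or below the average of its plate-row segment, actives on both sides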;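 also: Alexa488 bead fluorescence after subtracting the streptavidin-only scavenger bead signal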
Target sequence (Q99759 whole entry, looked up, the tested form may be a part): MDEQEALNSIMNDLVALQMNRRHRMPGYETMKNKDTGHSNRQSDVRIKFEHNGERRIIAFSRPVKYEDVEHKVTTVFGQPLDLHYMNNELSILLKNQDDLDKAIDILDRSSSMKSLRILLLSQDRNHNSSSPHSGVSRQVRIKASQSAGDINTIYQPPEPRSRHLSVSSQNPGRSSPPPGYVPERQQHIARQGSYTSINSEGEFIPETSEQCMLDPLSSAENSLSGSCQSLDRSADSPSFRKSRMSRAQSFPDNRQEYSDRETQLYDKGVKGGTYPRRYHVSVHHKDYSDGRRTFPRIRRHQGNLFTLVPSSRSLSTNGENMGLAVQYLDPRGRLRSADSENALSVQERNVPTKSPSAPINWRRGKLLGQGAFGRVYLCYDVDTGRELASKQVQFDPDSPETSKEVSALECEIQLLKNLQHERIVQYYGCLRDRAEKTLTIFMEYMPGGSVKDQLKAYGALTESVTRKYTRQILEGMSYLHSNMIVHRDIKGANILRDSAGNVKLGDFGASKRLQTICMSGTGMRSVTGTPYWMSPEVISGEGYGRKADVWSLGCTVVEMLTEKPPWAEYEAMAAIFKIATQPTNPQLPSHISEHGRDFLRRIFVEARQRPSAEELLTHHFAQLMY
IDE cell inh – inhibits human insulin-degrading enzyme in HEK cells; FAbetaB cleavage, fluorescence polarization; inhibition, % at 5.59 µM; 320,000 compounds, 0.41% hits; AID 434962;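 active = percent inhibition above the average of all tested compounds plus 3 SD, set per screening campaign, cut at about 16% in these data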;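 also: IDE supplied by intact live HEK cells; FP after avidin binding of uncleaved biotin substrate so inhibition keeps polarization high; 0% = DMSO wells and 100% = 60 µM reference IDE inhibitor Ii1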
pCIP destab – p/CIP protein destabilization; Q05BA5; F442A p/CIP-EGFP cells, EGFP fluorescence, 16 h; decrease of EGFP signal, % at 10 µM; 290,000 compounds, 0.01% hits;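 active = EGFP signal decrease of at least 30% at 10 µM or well 3 SD below plate mean, unless failing retest; inactive = the rest, including hits failing retest or dose response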; also: some compounds called inactive have numbers as strong as hits; many of its hits are not listed in these tables
PfM18AAP inh – blocks P. falciparum M18 aspartyl aminopeptidase. recombinant PfM18AAP, H-Glu-NHMec fluorogenic cleavage. inhibition, % at 7.35 µM. 290,000 compounds, 1.2% hits. AID 1822;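 active = inhibition above the campaign mean inhibition over all tested compounds plus 3 SD, cut at about 28% in these data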;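 also: 0% = plate median of test compound wells and 100% = 2 mM ZnCl2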
* = called active by the depositor. These rows are one share of the data; count on the stated rates, not on these rows.

For CCNC(=O)NC(=O)C(C)OC(=O)C1CCN(S(=O)(=O)c2ccccc2C(=O)OC)CC1 (stereo not drawn) the results were IDE act 0, MEKK2wt PB1 HTS 99, NALP1 yeast inh 9, MEKK2mut PB1 HTS -16, UBC9 SUMO inh 20, MEKK3 PB1 HTS 100, IDE cell inh 3, pCIP destab -6 and PfM18AAP inh 1.
CCOC(=O)c1[nH]c(C)c(C(=O)OCC(=O)N(CC)C2CCS(=O)(=O)C2)c1C (stereo not drawn) was read as IDE act 2, MEKK2wt PB1 HTS 108, NALP1 yeast inh 33, MEKK2mut PB1 HTS 6, UBC9 SUMO inh 6, MEKK3 PB1 HTS 105, IDE cell inh 3, pCIP destab -3 and PfM18AAP inh 6.
COCc1cc(=O)[nH]c(SCCS(=O)(=O)c2ccc(Cl)cc2Cl)n1 was read as IDE act -3, MEKK2wt PB1 HTS 99, NALP1 yeast inh -10, MEKK2mut PB1 HTS 0, UBC9 SUMO inh 7, MEKK3 PB1 HTS 100, IDE cell inh -3, pCIP destab -9 and PfM18AAP inh 8.
Screening O=c1c2ccccc2ncn1Cc1ccc2c(c1)OCO2 returned IDE act 3, MEKK2wt PB1 HTS 105, NALP1 yeast inh 12, MEKK2mut PB1 HTS 7, UBC9 SUMO inh 30, MEKK3 PB1 HTS 106, IDE cell inh 1, pCIP destab -2 and PfM18AAP inh -8.
Screening COc1ccccc1C(=O)NC1CC2CCC(C1)N2Cc1ccccc1 (stereo not drawn) returned IDE act 6, MEKK2wt PB1 HTS 110, NALP1 yeast inh 2, MEKK2mut PB1 HTS 8, UBC9 SUMO inh 22, MEKK3 PB1 HTS 106, IDE cell inh -2, pCIP destab -20 and PfM18AAP inh -16.
For CCOC(=O)C1CCCNC1=O (stereo not drawn) the results were IDE act 3, MEKK2wt PB1 HTS 74, NALP1 yeast inh 15, MEKK2mut PB1 HTS -22, UBC9 SUMO inh 12, MEKK3 PB1 HTS 70, IDE cell inh -7, pCIP destab 1 and PfM18AAP inh -8.
`CCOC(=O)c1c(NC(=O)c2ccoc2C)sc2c1CCC2` gave IDE act 2, MEKK2wt PB1 HTS 105, NALP1 yeast inh 10, MEKK2mut PB1 HTS 2, UBC9 SUMO inh 15, MEKK3 PB1 HTS 101, IDE cell inh -4, pCIP destab 10 and PfM18AAP inh 1.
For CN(C)c1ccc(C(c2nnnn2CCOC(=O)Nc2ccc(Cl)cc2)N2CCOCC2)cc1 (stereo not drawn) the results were IDE act 4, MEKK2wt PB1 HTS 102, NALP1 yeast inh 12, MEKK2mut PB1 HTS -12, UBC9 SUMO inh 18, MEKK3 PB1 HTS 99, pCIP destab -7 and PfM18AAP inh 4.
`O=C(CN1c2cccc3cccc(c23)S1(=O)=O)Nc1cccc(S(=O)(=O)N2CCOCC2)c1` gave IDE act 2, MEKK2wt PB1 HTS 113, NALP1 yeast inh 2, MEKK2mut PB1 HTS 18, UBC9 SUMO inh 9, MEKK3 PB1 HTS 99, IDE cell inh -3, pCIP destab -10 and PfM18AAP inh -3.
For CC(Nc1ccccc1)c1cccnc1 (stereo not drawn) the results were IDE act 5, MEKK2wt PB1 HTS 117, NALP1 yeast inh 10, MEKK2mut PB1 HTS 4, UBC9 SUMO inh 32, MEKK3 PB1 HTS 127, IDE cell inh 4, pCIP destab -8 and PfM18AAP inh 3.
`CCSc1nnc(NC(=O)CN(C)S(=O)(=O)c2ccc(F)cc2)s1` gave IDE act 3, MEKK2wt PB1 HTS 104, NALP1 yeast inh -1, MEKK2mut PB1 HTS 2, UBC9 SUMO inh 3, MEKK3 PB1 HTS 100, IDE cell inh -2, pCIP destab -15 and PfM18AAP inh 7.
For Cc1nnc(SCC(=O)NCc2cccs2)n1-c1ccccc1 the results were IDE act 2, MEKK2wt PB1 HTS 99, NALP1 yeast inh 1, MEKK2mut PB1 HTS -1, UBC9 SUMO inh 18, MEKK3 PB1 HTS 101, IDE cell inh 3, pCIP destab 6 and PfM18AAP inh 0.

Four entries already listed, sorted by length of the SMILES, low to high:
For CCOC(=O)C1CCCNC1=O (stereo not drawn) the results were IDE act 3, MEKK2wt PB1 HTS 74, NALP1 yeast inh 15, MEKK2mut PB1 HTS -22, UBC9 SUMO inh 12, MEKK3 PB1 HTS 70, IDE cell inh -7, pCIP destab 1 and PfM18AAP inh -8.
For Cc1nnc(SCC(=O)NCc2cccs2)n1-c1ccccc1 the results were IDE act 2, MEKK2wt PB1 HTS 99, NALP1 yeast inh 1, MEKK2mut PB1 HTS -1, UBC9 SUMO inh 18, MEKK3 PB1 HTS 101, IDE cell inh 3, pCIP destab 6 and PfM18AAP inh 0.
`CCOC(=O)c1c(NC(=O)c2ccoc2C)sc2c1CCC2` gave IDE act 2, MEKK2wt PB1 HTS 105, NALP1 yeast inh 10, MEKK2mut PB1 HTS 2, UBC9 SUMO inh 15, MEKK3 PB1 HTS 101, IDE cell inh -4, pCIP destab 10 and PfM18AAP inh 1.
For CCNC(=O)NC(=O)C(C)OC(=O)C1CCN(S(=O)(=O)c2ccccc2C(=O)OC)CC1 (stereo not drawn) the results were IDE act 0, MEKK2wt PB1 HTS 99, NALP1 yeast inh 9, MEKK2mut PB1 HTS -16, UBC9 SUMO inh 20, MEKK3 PB1 HTS 100, IDE cell inh 3, pCIP destab -6 and PfM18AAP inh 1.

Further records.
COC(=O)C(NC(=O)c1ccccc1)=C1C=C(C)OC(C)=C1 was read as IDE act -4, MEKK2wt PB1 HTS 106, NALP1 yeast inh -16, MEKK2mut PB1 HTS 2, UBC9 SUMO inh 22, MEKK3 PB1 HTS 101, IDE cell inh 1, pCIP destab -16 and PfM18AAP inh 7.
For Cc1nn2c3ccccc3nc2n(C)c1=O the results were IDE act 2, MEKK2wt PB1 HTS 99, NALP1 yeast inh 15, MEKK2mut PB1 HTS -4, UBC9 SUMO inh 15, MEKK3 PB1 HTS 95, pCIP destab -2 and PfM18AAP inh 2.
Screening CSCC[C@H](NC(=O)C1CCN(C(=O)[C@H](Cc2ccccc2)NS(=O)(=O)c2ccc(C)cc2)CC1)C(=O)O returned IDE act 0, MEKK2wt PB1 HTS 107, NALP1 yeast inh 1, MEKK2mut PB1 HTS 8, UBC9 SUMO inh 5, MEKK3 PB1 HTS 108, IDE cell inh -2, pCIP destab -3 and PfM18AAP inh -1.
COc1ccc(OCC(=O)Nc2cccc(C(C)=O)c2)cc1 was read as IDE act -1, NALP1 yeast inh -2, UBC9 SUMO inh 13, IDE cell inh 5, pCIP destab -10 and PfM18AAP inh 5.
For O=C(NNc1ncnc2ccccc12)c1cccc(Cl)c1 the results were IDE act 2, MEKK2wt PB1 HTS 95, MEKK2mut PB1 HTS -2, UBC9 SUMO inh 24, MEKK3 PB1 HTS 97, IDE cell inh 2, pCIP destab 9 and PfM18AAP inh 3.
Screening CC1=NN(C(=O)c2cccnc2)C(O)(C(F)(F)F)C1 (stereo not drawn) returned IDE act 9, MEKK2wt PB1 HTS 112, NALP1 yeast inh -16, MEKK2mut PB1 HTS 10, UBC9 SUMO inh 12, MEKK3 PB1 HTS 108, IDE cell inh 3, pCIP destab 3 and PfM18AAP inh -5.
`COc1ccccc1CNC(=O)C(C)n1nc(C)n2c(cc3occc32)c1=O` (stereo not drawn) gave IDE act 5, MEKK2wt PB1 HTS 103, NALP1 yeast inh -13, MEKK2mut PB1 HTS 2, UBC9 SUMO inh 9, MEKK3 PB1 HTS 95, IDE cell inh 2, pCIP destab -3 and PfM18AAP inh 6.
Screening CCOc1ccc(C(=O)CCc2nc3ccccc3s2)cc1 returned IDE act 0, MEKK2wt PB1 HTS 92, NALP1 yeast inh 9, MEKK2mut PB1 HTS 0, UBC9 SUMO inh -13, MEKK3 PB1 HTS 98, IDE cell inh -2, pCIP destab -9 and PfM18AAP inh -17.
`CCOC(=O)c1c(O)cc(C)cc1Nc1ccccc1` gave IDE act 2, MEKK2wt PB1 HTS 101, NALP1 yeast inh 18, MEKK2mut PB1 HTS 0, UBC9 SUMO inh 0, MEKK3 PB1 HTS 102, IDE cell inh 1, pCIP destab -8 and PfM18AAP inh -1.
O=C(CCc1nc2ccccc2[nH]c1=O)OCC(=O)N1CCc2ccccc21 was read as IDE act 4, MEKK2wt PB1 HTS 93, NALP1 yeast inh 0, MEKK2mut PB1 HTS -1, UBC9 SUMO inh 15, MEKK3 PB1 HTS 98, IDE cell inh 2, pCIP destab -4 and PfM18AAP inh -11.
Screening O=C(c1csc2c1CCCC2)N1CCN(c2ncccn2)CC1 returned IDE act 6, MEKK2wt PB1 HTS 101, NALP1 yeast inh 8, MEKK2mut PB1 HTS -2, UBC9 SUMO inh -18, MEKK3 PB1 HTS 97, IDE cell inh 2, pCIP destab 0 and PfM18AAP inh -5.
Screening CCOCCCNC(=O)C(c1ccc(Cl)cc1)N(Cc1cccs1)C(=O)CNC(C)=O (stereo not drawn) returned IDE act 5, MEKK2wt PB1 HTS 101, NALP1 yeast inh 10, MEKK2mut PB1 HTS 0, UBC9 SUMO inh 5, MEKK3 PB1 HTS 102, IDE cell inh -1, pCIP destab 3 and PfM18AAP inh -6.
O=C(CSc1ccc([N+](=O)[O-])cn1)Nc1ccc2c(c1)OCO2 was read as IDE act 1, MEKK2wt PB1 HTS 102, NALP1 yeast inh 6, MEKK2mut PB1 HTS 4, UBC9 SUMO inh -3, MEKK3 PB1 HTS 101, IDE cell inh 6, pCIP destab 7 and PfM18AAP inh 5.
For CCCCC(=O)Nc1ccc(NC(=S)NC(=O)c2cccs2)cc1OC the results were IDE act -4, MEKK2wt PB1 HTS 102, NALP1 yeast inh 20, MEKK2mut PB1 HTS 0, UBC9 SUMO inh -5, MEKK3 PB1 HTS 115, IDE cell inh -1, pCIP destab -12 and PfM18AAP inh 1.
`Cc1ccc([N+](=O)[O-])c(OCCN2CCCCCC2)c1` gave IDE act 3, MEKK2wt PB1 HTS 118, NALP1 yeast inh 34, MEKK2mut PB1 HTS 5, UBC9 SUMO inh -1, MEKK3 PB1 HTS 104, IDE cell inh 1, pCIP destab 0 and PfM18AAP inh 0.
For Cc1cc(C)c(S(=O)(=O)N2CCN(C(=O)CN3C(=O)NC4(CCCC4)C3=O)CC2)c(C)c1 the results were IDE act 6, MEKK2wt PB1 HTS 102, NALP1 yeast inh 22, MEKK2mut PB1 HTS -1, UBC9 SUMO inh 4, MEKK3 PB1 HTS 99, IDE cell inh -7, pCIP destab 0 and PfM18AAP inh -10.
`CC1(C)Cc2ccccc2-c2[nH]c(=S)[nH]c(=O)c21` gave IDE act 6, MEKK2wt PB1 HTS 110, NALP1 yeast inh -44, MEKK2mut PB1 HTS 10, UBC9 SUMO inh -2, MEKK3 PB1 HTS 107, IDE cell inh 8, pCIP destab -3 and PfM18AAP inh 10.
Cc1cc(C)nc(NS(=O)(=O)c2ccc(N3C(=O)C4C5C=CC(C5)C4C3=O)cc2)n1 (stereo not drawn) was read as IDE act 0, MEKK2wt PB1 HTS 98, NALP1 yeast inh 24, MEKK2mut PB1 HTS 0, UBC9 SUMO inh 2, MEKK3 PB1 HTS 99, IDE cell inh -2, pCIP destab -6 and PfM18AAP inh -14.
Screening Cc1cccc(N2CC(C)Cn3c2nc2c3c(=O)[nH]c(=O)n2C)c1 (stereo not drawn) returned IDE act -1, MEKK2wt PB1 HTS 103, NALP1 yeast inh 18, MEKK2mut PB1 HTS 0, UBC9 SUMO inh -2, MEKK3 PB1 HTS 104, IDE cell inh 8, pCIP destab 6 and PfM18AAP inh -4.
